Screening data from PubChem BioAssay.
All columns: NCI-60 one-dose screen, growth in % after 48 h at 10 µM unless noted; 100 = growth as untreated, 0 = no growth, -100 = all killed.
SK-MEL-2 = SK-MEL-2 melanoma; 77,000 tested, 4.7% active
MALME-3M = MALME-3M melanoma; 78,000 tested, 5.8% active
MDA-MB-231 = MDA-MB-231 breast cancer; 81,000 tested, 5% active; AID 1794789
MCF7 = MCF7 breast cancer; 82,000 tested, 6.3% active; AID 1794796
LOX IMVI = LOX IMVI melanoma; 79,000 tested, 7.4% active
T-47D = T-47D breast cancer | 79,000 tested, 5% active
BT-549 = BT-549 breast cancer; 78,000 tested, 4.4% active; AID 1794793
HS 578T = HS 578T breast cancer | 78,000 tested, 4.1% active
* hit, by the source's call; x = no result given. How the source made its calls: active means growth percent below 10; inactive means the rest.

SMILES	SK-MEL-2	MALME-3M	MDA-MB-231	MCF7	LOX IMVI	T-47D	BT-549	HS 578T
O=C1CNCCN1	106	104	98	89	99	110	100	100
COc1ccc(/C=N/N=C(\C)c2nnn(-c3ccc([N+](=O)[O-])cc3)c2C)cc1	106	106	93	87	96	101	125	105
COc1ccc(C2NN=C3c4ccccc4CCC32)cc1 (stereo unspecified)	78	25	59	5.1*	72	35	67	62
CC(C)(SCCc1ccncc1)C(N)C(=O)O (stereo unspecified)	99	109	112	93	95	94	100	100
CC(=O)c1c(C)nc2ccccc2c1/C=C/c1ccc(C(F)(F)F)cc1	75	84	81	60	72	38	79	94
COc1ccc(-n2c(-c3sc(NC(C)=O)nc3C)n[nH]c2=S)cc1	119	104	108	100	97	113	96	105
CCCCCCCCOc1cc(/C=N/Nc2cc(C)nc3ccc(Br)cc23)cc(OCCCCCCCC)c1OCCCCCCCC	107	114	113	105	99	96	108	101
O=C(Cn1cccc(NC(=O)OCc2ccccc2)c1=O)NCc1ccccc1	116	x	119	94	x	94	101	95
COc1ccc(N2CCN(c3nc(-c4ccccc4)c(C#N)c(=O)[nH]3)CC2)cc1	120	81	106	94	99	86	94	112
O=C(O)Cn1cc(I)c(=O)c(I)c1	111	110	123	104	100	105	102	111
CCOc1ccccc1Oc1nccc(-c2cn(CC(N)=O)nc2-c2cc(C)cc(OC)c2)n1	107	89	90	95	101	83	103	109
COc1ccc([C@H]2c3[nH]c4ccccc4c3C[C@H]3C(=O)N(C4CCN(Cc5ccccc5)CC4)CC(=O)N23)c(OC)c1	111	96	84	65	86	87	96	75
CO[C@]1(CO)O[C@H](n2cc(C)c(=O)[nH]c2=O)C[C@@H]1O	96	110	100	95	106	92	100	95
CCOC(=O)c1cn2c3c(c(C)cc(C)c3c1=O)C(=O)/C(=C/c1cccc(Cl)c1Cl)C2	83	110	75	77	93	62	82	84
N#Cc1c(-c2ccc(Cl)cc2)nc(SCC(=O)NCCc2ccc(S(N)(=O)=O)cc2)[nH]c1=O	105	101	99	102	101	103	100	109
Cc1ccccc1C(=O)c1ccccc1	113	98	110	94	99	112	103	106
Clc1ccc(C2=N[C@H]3CCC[C@@H]3N(c3ccccc3)C(C(Cl)Cl)=N2)cc1	93	91	97	92	82	91	97	101
O=C1CSC(c2cccnc2)N1Nc1ncnc2ccccc12 (stereo unspecified)	124	94	87	92	50	101	119	106
Cn1cc(-c2cc3ncnc(Nc4ccc(NC(=O)Nc5cc(C(C)(C)C)on5)cc4)c3s2)cn1	-9.1*	17	28	18	6.1*	1.8*	16	15
COc1cc(C(=O)/C=C/c2c(-c3ccc(Cl)cc3)nc3sc(C)nn23)cc(OC)c1OC	52	x	52	59	59	67	71	76
NS(=O)(=O)c1ccc(NC(=S)/N=C/C2=C(O)c3ccccc3C2=O)cc1	105	99	79	59	99	74	100	97
Cc1ccc(-c2cc(-c3cccc4ccccc34)n3c(n2)nc2ccccc23)cc1	105	32	73	23	57	54	69	57
C/C=C/CN(C)c1ccccc1	106	95	105	92	86	101	101	115
Cn1cnc([N+](=O)[O-])c1Sc1nnc(-c2ccccc2)c(-c2ccccc2)n1	73	x	102	62	68	9.1*	x	106
O=C(CSc1nccc(Nc2cccc3ccccc23)n1)c1ccc(Cl)cc1	102	101	79	100	78	76	102	100
CN1C(=O)N(C)C2C1NN=c1s/c(=C\c3ccc([N+](=O)[O-])cc3)c(=O)n12 (stereo unspecified)	65	66	75	26	51	67	60	68
Cc1cc(N2CCOCC2)nc(-n2ccnc2)n1	x	110	96	90	92	89	85	97
CCCNS(=O)(=O)c1cc(C(=O)Nc2ccc(NC(=O)c3cc(S(=O)(=O)NCCC)c(O)c(O)c3O)cc2)c(O)c(O)c1O	104	106	108	91	93	92	107	87
Cc1ccc(S(=O)(=O)N2CCn3c(nnc3C(F)(F)F)C2)cc1[N+](=O)[O-]	104	98	99	89	91	81	103	100
CC(=O)CC(=O)Nc1ccc(NC(=O)CC(C)=O)cc1	111	126	103	100	105	91	117	135
CCN(CC)c1ccc2c(c1)Oc1nc(N)c(C#N)c(N)c1C2Sc1ccc(SC)cc1 (stereo unspecified)	-60*	-16*	-39*	-0.9*	-97*	-4.1*	-80*	26
NC(=S)N/N=C(/C=C/c1cn(-c2ccccc2)nc1-c1ccc(Cl)cc1)c1cc2ccccc2oc1=O	82	71	49	30	36	39	87	69
Cc1cc(C)cc(Oc2cccc(-c3c(C)nnn3C3CCN(CCN(C)C)CC3)n2)c1	39	-40*	37	7.0*	2.3*	25	9.7*	5.3*
CCSC(c1ccccc1)(c1ccccc1)c1ccccc1	112	95	104	96	87	74	101	104
Cc1ccc(Nc2[nH]c(=O)[nH]c(=O)c2N=O)cc1	96	98	106	87	89	88	93	x
CCS(=O)(=O)C(Br)CBr (stereo unspecified)	94	77	111	94	87	90	101	108
Cc1cccc(Nc2cc(=S)nc(N)[nH]2)c1	99	110	98	96	112	91	111	97
C=CCn1cc(-c2nc3ccccc3s2)c2cc(-c3ccc4c5c(cccc35)C(=O)N(C3CCCCC3)C4=O)ccc21	95	103	98	96	97	101	98	100
O=C(Nc1ccccc1)C1CNCCS1 (stereo unspecified)	94	108	105	98	97	96	105	93
O=C(NCc1ccccc1)c1ccc2c(c1)NC(=O)[C@@H]1CCCN21	99	92	103	85	91	108	110	91
N#CC1C(=O)NC(=O)C(C#N)C12CCCc1sccc12 (stereo unspecified)	106	113	118	96	98	110	91	103
COc1cc(-c2nc(-c3nnc(-c4ccc(F)cc4F)o3)c3ccccn23)cc(OC)c1OC	107	x	99	96	100	91	95	98
CCCCc1nc(/C=C/C(=O)c2ccc(C(F)(F)F)cc2)c(Cl)[nH]1	x	87	105	74	87	76	108	x
CCCCOc1nc(-c2cccnc2)cc(-c2ccc(OC)c(OC)c2)c1C#N	91	112	100	98	96	80	129	92
COc1ccc(Nc2ncccc2NC(=O)c2cn(Cc3cccc(Oc4ccccc4)c3)nn2)c(OC)c1	101	90	79	67	86	75	87	86
Cc1cccc(Cc2cnc(NC(=O)CSc3nnc(Cc4ccccc4Nc4c(Cl)cccc4Cl)o3)s2)c1	104	67	50	70	34	76	84	25
C=CCn1c(SCC(=O)Nc2ccc(/C(C)=N\O)cc2)nnc1-c1cc(-c2ccccc2)nc2ccccc12	72	96	58	21	-58*	15	54	86
Cc1ccc(S(=O)(=O)NCCCNc2nccc(-c3c(-c4cccc(F)c4)nc4sccn34)n2)cc1	86	116	85	69	38	34	85	84
O=C(Nc1nc2cnc(N3CCOCC3)cc2s1)c1ccccc1	98	115	93	90	99	85	106	102
COc1cc2c(c(OC)c1OC)-c1c(cc3c(c1OC)OCO3)C1OC2C(C)C1C (stereo unspecified) (tested in a mixture with another compound)	138	125	123	124	120	125	168	171
NC(N)=N/N=C\c1c(Cl)cccc1Cl	98	96	90	87	90	93	89	98
O=[N+]([O-])c1ccccc1Nc1ccccc1	127	111	115	96	100	101	101	109
Cc1ccc(-c2cnc3sc4ccc(Cl)cc4n23)cc1	103	110	85	82	94	x	100	110
Clc1ccc2[nH]cc(-c3nn4cc(-c5nccs5)nc4s3)c2c1	99	96	89	59	87	61	110	88
CN(C)c1ccc(CNC(C(=O)c2ccccc2)c2ccccc2)cc1 (stereo unspecified)	75	94	107	107	95	99	98	46
CC/C(=C(/c1ccc(Cl)cc1)c1ccc(OCCN2CCOCC2)cc1)c1ccc(Cl)cc1	78	101	99	75	96	62	103	91
CC(=O)O[C@H]1CC[C@]2(C)[C@H]3CC=C4[C@@H]5CC(C)(C)CC[C@]5(C(=O)NC(COC(=O)C(Cl)Cl)(COC(=O)C(Cl)Cl)COC(=O)C(Cl)Cl)CC[C@@]4(C)[C@]3(C)CC[C@H]2C1(C)C	72	85	85	61	84	68	90	89
CC[n+]1ccc(/C=C/c2ccc(O)c(OC)c2)cc1	100	98	108	97	100	90	95	106
C#CCOc1cc(N(CC)CC)ccc1C(C(=O)NC(C)(C)C)N(C(=O)C1CCc2cc(F)ccc2O1)c1ccc(F)cc1 (stereo unspecified)	-25*	66	51	20	42	40	51	64
OC/C(Br)=C(\Br)CO	121	105	118	99	104	100	99	x

Part of the list above with just MALME-3M, MCF7 and SK-MEL-2:
SMILES,MALME-3M,MCF7,SK-MEL-2
Cc1cccc(Cc2cnc(NC(=O)CSc3nnc(Cc4ccccc4Nc4c(Cl)cccc4Cl)o3)s2)c1,67,70,104
C=CCn1c(SCC(=O)Nc2ccc(/C(C)=N\O)cc2)nnc1-c1cc(-c2ccccc2)nc2ccccc12,96,21,72

Next part
SMILES	SK-MEL-2	MALME-3M	MDA-MB-231	MCF7	LOX IMVI	T-47D	BT-549	HS 578T
S=C(N/N=C\c1ccc2c(c1)OCO2)N/N=C/c1ccc2c(c1)OCO2	106	80	84	86	100	98	100	99
CC(C)NCC(O)c1cc(O)cc(O)c1 (stereo unspecified)	108	100	83	108	99	102	86	106
COC(=O)c1ccc(NC(N)=NCC(C)(C)COc2ccc(C(F)(F)F)cc2)nc1	80	82	49	8.6*	16	29	66	86
C=CCn1cc(C2=C(c3cccc4ccccc34)C(=O)NC2=O)c2cc(Br)ccc21	90	123	89	75	61	71	106	54
COc1ccc2c(c1OC)OCC2C (stereo unspecified)	97	103	92	73	78	90	100	99
Cc1ccc(S(=O)(=O)NN2CCCCCC2)cc1	114	109	104	103	93	111	105	106
O=C(NCCCNc1cc(-c2cn(-c3ccccc3)nc2-c2cccc(O)c2)ccn1)Nc1cc(C(F)(F)F)cc(C(F)(F)F)c1	88	67	67	59	81	77	85	57
O=C1c2cccc3cccc(c23)C(=O)N1N1C(=O)c2cccc3c(-c4ccccc4F)ccc(c23)C1=O	116	103	103	11	x	91	117	104
Fc1cc2[nH]ncc2c2c3c(c(-c4cn[nH]c4C(F)(F)F)nc12)CCCC3	-22*	10	8.0*	2.3*	-51*	-16*	-64*	-18*
CC(C)c1ccc2occ(C=C3C(=O)NC(=O)NC3=O)c(=O)c2c1	93	94	99	81	87	84	92	111
Oc1c(C(Nc2cccc3ccccc23)c2ccccc2)ccc2cccnc12 (stereo unspecified)	0.6*	32	18	26	15	49	-16*	63
Cc1ccc(S(=O)(=O)NC(=O)n2cc(-c3ccncc3)c(-c3ccc(Cl)c(O)c3)n2)cc1	91	65	90	124	93	108	106	107
Nc1nnc(-c2ccccn2)c(-c2c[nH]c3ccc(Cl)cc23)n1	109	101	77	78	87	77	108	79
O=C(c1ccc(-c2ccccc2)cc1)c1ccc(-c2ccccc2)cc1	93	107	103	101	100	98	101	104
CC1=N/C(=C\c2cccc(Cl)c2)C(=O)O1	115	93	101	98	97	105	108	101
O=C(O)c1cn(C2CC2)c2cc(N3CCN(CC(=S)Nc4ccc(Cl)cc4)CC3)c(F)cc2c1=O	104	95	76	101	83	97	x	98
CN1C(=O)CCC1C(=O)NCc1cccc(C(F)(F)F)c1Cl (stereo unspecified)	117	103	104	97	97	99	107	96
NNc1nc(-c2cc3ccccc3oc2=O)cs1	113	98	84	93	92	67	104	99
O=C1C=CC(=Nc2cc(Br)c(O)c(Br)c2)C(Br)=C1	112	99	96	89	107	98	x	108
O=C1CCc2c(sc3[nH]c(=S)n(-c4ccccc4)c(=O)c23)C1	101	95	91	100	101	105	89	100
O=[N+]([O-])c1ccc(/C=N/O)s1	83	92	101	83	84	82	110	99
O=C1NC(=O)C(Cc2ccccc2)N1 (stereo unspecified)	101	103	103	100	108	103	104	119
N#Cc1c(-c2ccccc2)nc(N=Nc2c(O)[nH]c3ccc(Br)cc23)[nH]c1=O	105	107	103	96	104	106	109	104
CC(=O)Nc1cc(OC(C)=O)nc2c1CCC2	92	98	103	97	99	95	99	105
CSc1ccc2c(c1)c(CCN)c(C)n2Cc1ccc(Cl)c(Cl)c1	-66*	-75*	x	-69*	-90*	-74*	-80*	-39*
O=C1CCC(C(=O)N/N=C/c2ccc([N+](=O)[O-])cc2)N1 (stereo unspecified)	102	101	109	95	92	99	106	99
C#CCn1cc(C=C2C(=O)N(C)C(=O)N(C)C2=O)c2cc(Cl)ccc21	95	98	105	100	97	112	116	91
CCCN(CCC)S(=O)(=O)c1ccc(C(=O)OCCCN(C)C)cc1	116	91	111	92	97	93	99	103
NN1C(=O)c2cccc3c(-c4ccc(-c5nc6c7ccccc7c7ccccc7c6[nH]5)cc4)ccc(c23)C1=O	107	92	99	89	97	85	87	102
CSc1nc(N)n(/N=C(\C)c2ccccn2)c(=O)c1C#N	116	106	104	94	x	119	92	108

Structural class, the entries above containing two or more sulfur atoms
SMILES	SK-MEL-2	MALME-3M	MDA-MB-231	MCF7	LOX IMVI	T-47D	BT-549	HS 578T
COc1ccc(-n2c(-c3sc(NC(C)=O)nc3C)n[nH]c2=S)cc1	119	104	108	100	97	113	96	105
N#Cc1c(-c2ccc(Cl)cc2)nc(SCC(=O)NCCc2ccc(S(N)(=O)=O)cc2)[nH]c1=O	105	101	99	102	101	103	100	109
NS(=O)(=O)c1ccc(NC(=S)/N=C/C2=C(O)c3ccccc3C2=O)cc1	105	99	79	59	99	74	100	97
CCCNS(=O)(=O)c1cc(C(=O)Nc2ccc(NC(=O)c3cc(S(=O)(=O)NCCC)c(O)c(O)c3O)cc2)c(O)c(O)c1O	104	106	108	91	93	92	107	87
CCN(CC)c1ccc2c(c1)Oc1nc(N)c(C#N)c(N)c1C2Sc1ccc(SC)cc1 (stereo unspecified)	-60*	-16*	-39*	-0.9*	-97*	-4.1*	-80*	26
Cc1cccc(Cc2cnc(NC(=O)CSc3nnc(Cc4ccccc4Nc4c(Cl)cccc4Cl)o3)s2)c1	104	67	50	70	34	76	84	25
Cc1ccc(S(=O)(=O)NCCCNc2nccc(-c3c(-c4cccc(F)c4)nc4sccn34)n2)cc1	86	116	85	69	38	34	85	84
Clc1ccc2[nH]cc(-c3nn4cc(-c5nccs5)nc4s3)c2c1	99	96	89	59	87	61	110	88
O=C1CCc2c(sc3[nH]c(=S)n(-c4ccccc4)c(=O)c23)C1	101	95	91	100	101	105	89	100

Compounds as they come; any-hit rate near 11%.
